RmlC RmlD mix: inhibitors of RmlC and RmlD coupled enzymes | RmlC/RmlD coupled enzyme inhibition, 384-well mixture HTS | inhibition, % at 5.5 µM | AID 1532 | actives 0.39% (n = 110,000); in the data active means inhibition above about 30%, passing the limit was not always enough; inconclusive means no clear call, values can overlap the other calls; further: strong numbers were not always called active
RT RNaseH block: blocks HIV-1 RNase H cleavage of RNA/DNA duplex; actives 1.9% (n = 65,000); RT-RNase H RNA/DNA duplex cleavage, fluorescence; inhibition, % at 10 µM; P04585; in the data active means inhibition above about 50%
* = called active by the depositor; ? = inconclusive; nt = not tested or not shown. The list is partial; rates above refer to the full screens.

SMILES	RmlC RmlD mix	RT RNaseH block
CCC(C)NC(=O)C1c2ccccc2C(=O)N1Cc1ccccc1OC (stereo unspecified)	12.4	-6.3
CCN(CC)S(=O)(=O)c1ccc(C(=O)NCc2ccc3[nH]c4c(c3c2)CCCC4)cc1	-21.2	nt
C=CCOC(=O)C1=C[C@H](c2csc3ccccc23)[C@@H](CCCO)[C@H](OCC)O1	-14.6	nt
C/C(CC(=O)Nc1cc(C)ccn1)=N\NC(=O)COc1cccc(C)c1	10.7	nt
COCCNC(=O)CN(c1cc(Cl)ccc1OC)S(C)(=O)=O	-7.0	-6.8
Cc1ccc(O/C=C2\OC(=O)c3ccccc32)cc1	-5.9	nt
CCc1ccc(NC(=O)CCS(=O)(=O)c2cccc3nsnc23)cc1	10.9	nt
COc1ccc(-c2ccc(Nc3ccc(S(=O)(=O)N4CCCC4)cc3)nn2)cc1OC	8.2	-1.4
COc1cccc2sc(=NC(=O)c3ccc(S(=O)(=O)N4CCOCC4)cc3)n(C)c12	nt	0.2
COc1ccc(C2C(C(=O)Nc3cccnc3)=C(C)Nc3nc(-c4cccs4)nn32)cc1 (stereo unspecified)	4.5	nt
CCCCCC(=O)Nc1cccc(C2=NOC3(C2)C[C@H](C(N)=O)N(C(=O)CCCCC)C3)c1 (stereo partly specified)	4.5	nt
COc1ccc(N2C(=O)C3CCCN3C2c2cccc(C)c2)cc1 (stereo unspecified)	-10.1	-14.7
COC(=O)c1ccc(/C=N\NC(=O)c2ccc(C)cc2Cl)cc1	11.0	nt
COc1ccccc1C1C(C#N)=C(N)N(c2cccnc2)C2=C1C(=O)CC(C)(C)C2 (stereo unspecified)	-9.2	nt
CCOCCCNS(=O)(=O)c1cc(Br)cc2c1N(C(=O)C1CC1)CC2	3.1	-32.5

Reformatted with bars between the fields: 2 of the compounds above
Structure | RmlC RmlD mix | RT RNaseH block
COc1ccccc1C1C(C#N)=C(N)N(c2cccnc2)C2=C1C(=O)CC(C)(C)C2 (stereo unspecified) | -9.2 | nt
CCOCCCNS(=O)(=O)c1cc(Br)cc2c1N(C(=O)C1CC1)CC2 | 3.1 | -32.5

More results
SMILES	RmlC RmlD mix	RT RNaseH block
CN1CCc2nc(SCC(=O)Nc3cccc(F)c3)c(C#N)c(-c3cccs3)c2C1	-9.7	nt
O=C1N=C(N2CCCC2)S/C1=C\c1cccc(Br)c1	-7.6	nt
CN(C)c1nc(OCCNC(=O)COc2ccc(Cl)cc2Cl)nc(N(C)C)n1	11.8	nt
Cc1ccc(-c2nn3nnnc3c3ccccc23)cc1	2.9	-8.5
COc1ccccc1NS(=O)(=O)c1ccc(O)cc1	-9.7	nt
CCCCCCSc1nnc(-c2cnn(-c3ccccc3)c2-n2cccc2)n1C	3.5	nt
CCCn1c(Nc2ccccc2)nc2ccccc21	2.4	nt
Oc1ccc(CNCC2COc3ccccc3O2)cc1 (stereo unspecified)	2.4	nt
CN1OC(COC(=O)c2ccccc2)CC1c1ccccc1 (stereo unspecified)	-5.7	nt
Cc1cccc(CN2C(=O)CCSc3ccc(Cl)cc32)c1	18.9	nt
COc1ccc(/C(O)=C/C(=O)C(=O)NNC(=O)C(O)(c2ccccc2)c2ccccc2)cc1	-15.9	nt
CCOC(=O)c1cc(C)sc1N1C(=O)C2C3C=CC(C3)C2C1=O (stereo unspecified)	-6.2	5.8
COC(=O)C1=CN(C)C=C(C(=O)OC)C1c1ccc(O)c(OC)c1	-0.5	-14.3
CCOc1c(Cl)cc(Cl)cc1CNCCNCCO	-3.1	nt
CCOC(=O)N1CCN(C(=O)c2ccc(NC(=O)CC)cc2)CC1	16.4	nt
O=C(Nc1ccccc1C(=O)NCC1CCCO1)c1ccco1 (stereo unspecified)	-9.7	2.6
O=C1NCCCC1C(=O)Nc1cccc(C(F)(F)F)c1 (stereo unspecified)	?	-84.2
O=C(Nc1nc(-c2ccccc2Cl)cs1)c1cccnc1	5.3	nt
CCN(CC)S(=O)(=O)c1cc(C(=O)Nc2nncs2)c(Cl)cc1Cl	29.7	-12.6
Cn1cc(S(=O)(=O)N2CCc3ccccc3C2)c(=O)n(C)c1=O	13.7	-0.5
O=C(Nc1ccc(Br)cn1)C1CCCN1S(=O)(=O)c1ccccc1 (stereo unspecified)	5.3	nt
CCOC(=O)C1CCCN(C(=O)c2ccc(OC(C)=O)cc2)C1 (stereo unspecified)	-0.1	-14.6
CC1=C(C(=O)OC(C)C)C(c2cccc(F)c2)N2C(=O)C(C)SC2=N1 (stereo unspecified)	-2.8	-9.6
COc1ccc(-n2cnnc2SCc2cnc(-c3ccccc3)s2)cc1	15.4	-54.5
CCOc1ccc(NC(=O)CN2CCN(CC(=O)Nc3ccc(F)cc3)CC2)cc1	8.8	-11.1
C/C(N)=C(/C#N)C(=O)COC(=O)CCSc1ccccc1Cl	-3.4	nt
CCC1CCCCN1C(=O)N[C@@H](Cc1ccccc1)C(=O)O (stereo partly specified)	6.1	-14.0
CC(=O)c1c(C)[nH]c(C(=O)COc2cc(C)ccc2C(C)C)c1C	40.2	nt
CCn1c(=O)n(CC)c2cc(S(=O)(=O)NCCOc3ccccc3)c(C)cc21	-7.8	-4.4
CCOC(=O)N1CCN(CCC(=O)Nc2ccc(OC)cc2)CC1	-6.5	0.4
Cc1ccc(S(=O)(=O)NCCCCC(NC(=O)OC(C)(C)C)C(=O)O)cc1 (stereo unspecified) (tested in a mixture with another compound)	1.9	-4.2
O=C(COc1nnnc2ccccc12)N1CCCc2ccccc21	-19.0	-6.9
Cc1cc(N2C(=O)CC(Cc3ccc(Cl)cc3)C2=O)no1 (stereo unspecified)	-6.0	nt
COc1ccc(C2(O)CCN(C(=O)c3c(F)cccc3F)CC2)cc1	-19.3	-7.6
CC(C(=O)Nc1ccc(Cl)cc1)c1ncc(C(F)(F)F)cc1Cl (stereo unspecified)	6.0	nt
COc1ccnc(NCc2cccnc2)c1C#N	4.3	nt
Nc1ccc(-c2n[nH]c(=O)c3ccccc23)cc1N	7.5	-4.0
COc1ccc(CCNC(=O)c2ccc3c(c2)NC(=O)C(N2CCOCC2)S3)cc1OC (stereo unspecified)	nt	-10.7
CCC(=O)Nc1nc(CC(=O)Nc2ccccc2OC)cs1	-14.2	nt
COc1cccc(C2=NOC(C(=O)Nc3ccc(C(C)=O)cc3)C2)c1 (stereo unspecified)	23.4	-46.6
COc1ccc(-c2c3c(=O)n(C)c(=O)n(C)c3c3nnc4ccccc4n23)cc1	nt	-19.1
CCOC(=O)C(=CNc1cccc(N)n1)C(=O)OCC	-0.6	nt
Cc1[nH]nc2c1/C(=N\O)CC(C)(C)C2	-7.3	3.8
CCOC(=O)N1CCN(C(=O)CSc2nnc(-c3ccc(Cl)s3)o2)CC1	-8.6	-4.0
CN(C)/C=N/c1cc(=O)[nH]c(=O)n1C	1.8	nt
c1ccc(-c2cc3c(ccc4nonc43)nn2)cc1	-4.3	-21.8
Cc1ccc(C(=O)NC2CC(C)(C)NC(C)(C)C2)cc1C	3.8	-3.2
O=C(CCN1C(=O)COc2ccccc21)NCCN1CCN(c2ccccc2F)CC1	-9.3	-9.4
Cc1ccc2c(c1)C(=O)CC1(CCCC1)O2	-32.9	nt
Cc1ccc(OCc2nnc(SCC(=O)Nc3nccs3)n2-c2ccccc2)cc1C	-16.6	nt
CCOC(=O)N1CCN(C(=O)CN(C)S(=O)(=O)c2ccc3c(c2)C(C)(C)C(=O)N3C)CC1	nt	-12.8
O=C1Nc2ccccc2N(O)N1c1cc(-c2cccc(Cl)c2)no1	9.4	nt
COc1ccc(CN2C(=O)c3ccccc3C(/C=N/OCc3ccc(Cl)cc3)C2=O)cc1 (stereo unspecified)	-33.5	nt
Nc1nnc(-c2ccncc2)s1	18.7	2.1
COC(=O)C(C)n1nc(C)n(-c2ccc(C)cc2)c1=O (stereo unspecified)	-14.5	nt
CCN(CC)c1ccc(/C=c2/sc3nnc(-c4ccccc4C)n3c2=O)cc1	1.9	nt
CCN1CCc2c(C#N)c(N3CCCCC3)nc(N3CCOCC3)c2C1	6.8	7.0
Cc1cccc(N2C(=O)SC(N(C)c3ccccc3)C2=O)c1 (stereo unspecified)	-13.6	1.2
O=C(Nc1ccccc1)Nc1ccc2snnc2c1	13.4	nt
CCc1c(C)sc(NC(=O)c2cccs2)c1C(N)=O	5.4	nt

(listing goes on)
SMILES	RmlC RmlD mix	RT RNaseH block
CCC(Sc1nc2cc(OC)c(OC)cc2c(=O)n1Cc1ccco1)C(=O)NCCOC (stereo unspecified)	-5.4	nt
CCOC(=O)C1CCCN(Cc2ccc(OC)cc2OC)C1 (stereo unspecified)	-32.5	-2.8
CN(CC(O)COc1ccc(OCC(O)CN(C)C2CCCCC2)cc1)C1CCCCC1 (stereo unspecified)	9.9	-7.5
CCc1cccc(C)c1NC(=S)NCc1ccc2c(c1)cc(C)n2C	-4.5	nt
COc1ccc(OC)c(NC(=O)CSCC(=O)O)c1	-1.2	6.8
COC(=O)CCC(=O)OC1(C)C(=O)C2=CN(C(CO)CO)C(c3ccc(OC)cc3)=CC2=C(Br)C1=O (stereo unspecified)	11.6	nt
O=C1c2ccccc2C(=O)N1CCCCN(C(=O)c1ccco1)c1ccc(Cl)cc1	-1.0	-46.6
O=C(NC1CCCCC1)C(c1ccccc1)N1CCc2ccccc21 (stereo unspecified)	7.4	nt
CC(=O)NC1C(=O)N=C(SCC(=O)NC2CCCCC2)NC1=O (stereo unspecified)	15.3	3.0
CCOC(=O)c1cn[nH]c1N	-22.1	-1.4
COc1cc(OC)cc(-c2nc(-c3ccccc3OC)no2)c1	-9.9	-0.8
Cc1nc2scc(-c3cccs3)c2c(=O)[nH]1	4.0	nt
COc1ccc(-n2ccnc2SCC(=O)NCc2ccc3c(c2)OCO3)cc1	-7.9	-22.7
COn1c(=S)[nH]c2ccccc2c1=O	9.9	46.7
O=C(Nc1ccccc1C(=O)N1CCCCC1)c1cccc(S(=O)(=O)N2CCOCC2)c1	20.4	-18.4
CCOC(=O)N/C(N)=N/c1nc2ccccc2s1	-10.7	-5.0
CCN1C(=O)/C(=C/N(C)c2ccccc2)OC1=S	0.0	-14.8
Cc1nc2cc(NS(=O)(=O)c3c(C)c(C)cc(C)c3C)ccc2s1	6.4	nt
Cc1cc(C(=O)NCc2ccccc2)no1	11.1	-9.4
Cn1cnnc1SCCNS(=O)(=O)c1ccccc1	-3.9	nt
COc1ccc(S(=O)(=O)Nc2ccccc2)cc1OC	-7.9	nt
Cc1cc(C)c2cc(CN(Cc3nnnn3C3CCCCC3)CC3CCCO3)c(=O)[nH]c2c1 (stereo unspecified)	10.6	-4.3
Cc1ccc(C(=O)N/C(=C/C=C/c2ccccc2)C(=O)NCc2ccco2)cc1	7.7	nt
COc1ccc(C2CC(=O)N3CN(Cc4ccco4)CSC3=C2C#N)cc1 (stereo unspecified)	-34.6	19.6
C=CCSc1nc2c(c(=O)[nH]c(=O)n2C)n1C(C)C	-6.5	75.9*
CCSc1nc(-c2ccccc2)c(C#N)c(=O)[nH]1	5.7	3.4
Cn1c(=O)c2c(ncn2CC(=O)N2CCCc3ccccc32)n(C)c1=O	6.2	-17.8
c1ccc(-n2nnnc2SCc2cn3cccnc3n2)cc1	30.4	-1.2
CCOC(=O)c1ccc(NC(=O)CCNc2c(N3CCCC3)c(=O)c2=O)cc1	-8.9	-11.2
CCOC(=O)N1CCN(c2c(NCc3ccccn3)c(=O)c2=O)CC1	-9.7	1.2

Structural class, those above with bromine
SMILES	RmlC RmlD mix	RT RNaseH block
CCOCCCNS(=O)(=O)c1cc(Br)cc2c1N(C(=O)C1CC1)CC2	3.1	-32.5
O=C1N=C(N2CCCC2)S/C1=C\c1cccc(Br)c1	-7.6	nt
O=C(Nc1ccc(Br)cn1)C1CCCN1S(=O)(=O)c1ccccc1 (stereo unspecified)	5.3	nt
COC(=O)CCC(=O)OC1(C)C(=O)C2=CN(C(CO)CO)C(c3ccc(OC)cc3)=CC2=C(Br)C1=O (stereo unspecified)	11.6	nt

The listing picks up, repeating the 3 entries before the break.
SMILES	RmlC RmlD mix	RT RNaseH block
c1ccc(-n2nnnc2SCc2cn3cccnc3n2)cc1	30.4	-1.2
CCOC(=O)c1ccc(NC(=O)CCNc2c(N3CCCC3)c(=O)c2=O)cc1	-8.9	-11.2
CCOC(=O)N1CCN(c2c(NCc3ccccn3)c(=O)c2=O)CC1	-9.7	1.2
COc1ccccc1C1N(c2cc(Cl)ccc2OC)C(=O)C2CCCN21 (stereo unspecified)	9.3	-12.0
CSc1nc2ccc3nc(NC(=O)C4COc5ccccc5O4)sc3c2s1 (stereo unspecified)	-12.8	nt
CCCCn1c(O)c(C(C)=NCCN2CCCCC2)c(=O)[nH]c1=O	3.9	-11.3
OC(COCc1ccco1)CN1CCN(C(c2ccccc2)c2ccccc2)CC1 (stereo unspecified)	17.7	6.0
O=C(CN1CCOCC1)Nc1ccc(Br)cn1	-58.3	-7.9
O=C(Nc1cc(Cl)ccc1Cl)c1noc2c1CCCC2	0.5	-3.3
O=C(NCc1cccs1)c1noc2c1CCCCC2	6.6	24.8
COc1cccc(C2Nc3ccccc3C(=O)N2O)c1O (stereo unspecified)	nt	-0.1
C#CCOCCOCCOCCNc1nc(N2CCN(C(=O)[C@H]([C@@H](C)CC)n3cc([C@@H](N)CC(C)C)nn3)CC2)nc(N2CCN(C(=O)[C@H](CCCCN)n3cc([C@@H](N)C(C)CC)nn3)CC2)n1 (stereo partly specified)	-9.1	nt
CCOC(=O)Cc1csc(NC(=O)CN(C)S(=O)(=O)c2cccc3cccnc23)n1	-7.1	-17.7
CN1CCN(/C=C2\SC(=S)NC2=O)CC1	-10.3	2.3
CC(=O)Nc1ccc(OC(=O)N(C)c2ccccc2)cc1	5.0	-6.1
CC(C)CC(NC(=O)C1CCCN1C(=O)OC(C)(C)C)C(=O)NCC(N)=O (stereo unspecified)	6.0	-6.1

Some of these compounds in order of SMILES length, lowest first:
SMILES	RmlC RmlD mix	RT RNaseH block
COc1ccccc1C1N(c2cc(Cl)ccc2OC)C(=O)C2CCCN21 (stereo unspecified)	9.3	-12.0
OC(COCc1ccco1)CN1CCN(C(c2ccccc2)c2ccccc2)CC1 (stereo unspecified)	17.7	6.0
C#CCOCCOCCOCCNc1nc(N2CCN(C(=O)[C@H]([C@@H](C)CC)n3cc([C@@H](N)CC(C)C)nn3)CC2)nc(N2CCN(C(=O)[C@H](CCCCN)n3cc([C@@H](N)C(C)CC)nn3)CC2)n1 (stereo partly specified)	-9.1	nt

Screening data (PubChem)
